High-throughput results (PubChem)
RGS4 act – RGS4 potentiators or activators, primary screen, cell-based, HEK293 M3R inducible RGS4, calcium flux. B-score at 10 µM. hit rate 0.92% among 310,000. carbachol calcium flux Fluo4; hits give low values;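 active = B-score of the integrated calcium signal more than 4 SD below the library mean, with starting fluorescence not abnormally high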;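 note: negative B-score means reduced calcium response which marks RGS4 activation or potentiation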
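Test system: HEK293 cells with stable M3R and inducible RGS4; also added: carbachol at ECmax as muscarinic agonist stimulus; schedule: dye loading 30 min 37 °C, buffer rest 30 min RT; technique: kinetic calcium fluorescence imaging with Fluo4-AM dye, 2 µM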
hERG rescue – hERG rescue from dofetilide block, primary screen, cell-based, CHO-hERG, FluxOR thallium flux, dofetilide IC70; Voltage-gated inwardly rectifying potassium channel KCNH2 (Homo sapiens), Q12809; activation (rescue from dofetilide block), less the hit threshold, % at 10 µM; hit rate 0.51% among 310,000; dofetilide IC70 present;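 active = activation above the mean of controls blocked by dofetilide plus 5 SD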;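 note: thallium influx through hERG after potassium depolarization seen as dye fluorescence rise; in these data hits start at about 4.7%; inactives centre near -7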
ANO1 activ – TMEM16A chloride channel activators or potentiators, primary screen, cell-based, HTS; hit rate 0.3% among 340,000; B-score at 10 µM; AID 623877, 2012; HEK293 TMEM16A/YFP-H148Q/I152L, iodide quench fluorescence; hits give low values;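 active = fluorescence-ratio B-score plate-corrected deviation score at least 3 library SD below zero, with starting fluorescence score within 5 deviations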;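 note: channel opened by trigger with iodide after compound preincubation; score built on the fluorescence ratio of max minus min over baseline; more negative score means more quench and so TMEM16A activation or potentiation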
KCNK3 block – human KCNK3 channel inhibitors, primary screen, CHO cells, FluxOR thallium flux, B-score | B-score at 10 µM | FluxOR fluorescence; hits give low values | Potassium channel subfamily K member 3 (Homo sapiens), O14649 | AID 602410, 2012 | hit rate 0.84% among 340,000;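 active = B-score under library mean minus 4 SD, starting fluorescence ratio at most library mean plus 5 SD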;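 note: more negative B-score means stronger inhibition of thallium flux through KCNK3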
Target sequence (O14649 whole entry, looked up): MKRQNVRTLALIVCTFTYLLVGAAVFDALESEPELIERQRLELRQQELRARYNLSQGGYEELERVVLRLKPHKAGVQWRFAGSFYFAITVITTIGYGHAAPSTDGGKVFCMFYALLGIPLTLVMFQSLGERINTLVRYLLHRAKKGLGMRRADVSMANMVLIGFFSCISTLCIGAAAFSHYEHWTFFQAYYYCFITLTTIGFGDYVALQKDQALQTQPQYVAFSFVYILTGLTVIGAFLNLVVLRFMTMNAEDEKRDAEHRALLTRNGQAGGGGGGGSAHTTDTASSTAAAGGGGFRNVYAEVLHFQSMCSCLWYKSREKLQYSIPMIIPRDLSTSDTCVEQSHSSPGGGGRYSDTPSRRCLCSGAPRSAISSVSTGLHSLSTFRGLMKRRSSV
MrgX1 allo act – positive allosteric modulators of MrgX1, primary screen, HEK293 cells, Fluo-4 calcium flux; B-score at 10 µM; FDSS; hits give high values; AID 588675, 2011; hit rate 0.63% among 310,000;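 active = plate-corrected calcium response at least 3 library SD above typical, normal starting fluorescence, not activating the receptor alone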;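 note: compound read alongside a low EC10 to EC30 dose of BAM8-22 agonist; peak minus trough fluorescence over baseline measured at the second addition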
Target sequence (Q96LB2 whole entry, looked up): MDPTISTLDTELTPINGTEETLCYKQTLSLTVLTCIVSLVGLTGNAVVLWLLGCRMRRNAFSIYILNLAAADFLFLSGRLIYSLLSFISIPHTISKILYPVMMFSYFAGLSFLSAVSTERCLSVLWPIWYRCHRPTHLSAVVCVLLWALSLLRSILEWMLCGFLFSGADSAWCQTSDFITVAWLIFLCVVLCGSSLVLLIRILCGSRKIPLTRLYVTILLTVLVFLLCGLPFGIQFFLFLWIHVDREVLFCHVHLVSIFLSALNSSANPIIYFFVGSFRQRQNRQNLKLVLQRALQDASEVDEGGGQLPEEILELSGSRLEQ
MrgX1 ag – agonists of human MrgX1 receptor, primary screen, HEK293 cells, Fluo-4 calcium flux; Mas-related G-protein coupled receptor member X1 (Homo sapiens), Q96LB2; Fluo-4 calcium fluorescence, agonist mode; hits give high values; B-score at 10 µM; hit rate 0.44% among 310,000;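 active = calcium response B-score plate-corrected fluorescence ratio at least 3 library SD, with starting fluorescence B-score inside 5 SD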
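Test system: HEK293 cells stably expressing human MrgX1 receptor; amount: 15,000 cells per well; doses: compound delivered in addition one of three; times: overnight plating before 1 h dye loading; detection: Fluo-4 NW calcium-flux fluorescence, kinetic read; read-out basis: B-scored fluorescence response ratio; controls: positive and negative controls per plate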
KCNK9 inh – KCNK9 potassium channel inhibitors, primary screen, HEK293 cells, thallium flux; Potassium channel subfamily K member 9 (Homo sapiens), Q9NPC2; FluxOR thallium flux fluorescence; hits give low values; B-score at 10 µM; hit rate 1.2% among 310,000; AID 488922, 2010;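 active = ratio B-score over 3 SD below the library mean, with starting fluorescence within 5 SD of its mean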;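 note: negative B-score means less thallium flux so channel inhibition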
RGS4 inh – RGS4 inhibitors, primary screen, cell-based, HEK293 M3R inducible RGS4, calcium flux. Regulator of G-protein signaling 4 (Homo sapiens), P49798. Fluo-4 calcium flux; hits give high values; triggered by carbachol at its EC20. B-score at 10 µM. hit rate 0.45% among 310,000. AID 463165, 2010;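 active = B-score, a plate-corrected calcium signal, over three deviations above library mean, with baseline fluorescence within five deviations of library mean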;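 note: RGS4 expression induced by doxycycline in cells with stable M3 receptor; B-score is computed from the integrated fluorescence ratio over baseline after carbachol; higher B-score means a larger calcium signal and so more RGS4 inhibition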
Target sequence (P49798 whole entry, looked up): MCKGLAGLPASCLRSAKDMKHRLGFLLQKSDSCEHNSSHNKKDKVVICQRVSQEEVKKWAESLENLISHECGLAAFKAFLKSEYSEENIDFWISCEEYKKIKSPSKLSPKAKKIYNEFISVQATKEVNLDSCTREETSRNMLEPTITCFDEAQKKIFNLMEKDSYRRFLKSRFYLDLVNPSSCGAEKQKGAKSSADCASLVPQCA
KCNQ1 pot – potentiators or activators of KCNQ1 channel, primary screen, cell-based, thallium flux, high-throughput. Potassium voltage-gated channel subfamily KQT member 1 (Homo sapiens), P51787. CHO-K1 KCNQ1, thallium flux FluxOR fluorescence; hits give high values. hit rate 0.35% among 310,000. B-score at 10 µM;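 active = fluorescence ratio B-score, a plate-corrected score, at least three library SD, with initial intensity B-score within 5 SD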
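Doses: Single concentration per compound, DMSO matched to controls | Test system: KCNQ1-transfected CHO-K1 cells | Timing: 90 min dye loading and 20 min compound exposure, both at room temperature | Measured by: Kinetic FluxOR thallium fluorescence, 10-s 1-Hz baseline, 110-s post-stimulus read | Medium: Assay buffer with matched DMSO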
ANO1 block – TMEM16A chloride channel inhibitors, primary screen, cell-based, HTS. HEK293 TMEM16A/YFP iodide influx fluorescence, ionomycin. Anoctamin-1 (Mus musculus), Q8BHY3. hit rate 1.2% among 310,000. normalized B-score (activity score, 25-100; higher = stronger inhibition) at 10 µM;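 active = ratio plate-corrected score three or more library SD toward inhibition, starting fluorescence score within five deviations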;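 note: score derived from kinetic fluorescence span divided by baseline fluorescence per well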
KCNQ1 block – inhibitors of human KCNQ1 channel, primary screen, cell-based, thallium flux, high-throughput; Potassium voltage-gated channel subfamily KQT member 1 (Homo sapiens), P51787; CHO-K1 KCNQ1, FluxOR thallium flux fluorescence; hits give high values; B-score at 10 µM; hit rate 1.3% among 310,000; AID 2642, 2010;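 active = compounds whose thallium flux B-score, printed positive for inhibition, exceeds three library SD while starting fluorescence stays within three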;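 note: channel opened by potassium depolarization with thallium stimulus after 20 min compound exposure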
The depositor's hits bear a star; i = inactive; · = no result given.

Sequence of screens – RGS4 act, hERG rescue, ANO1 activ, KCNK3 block, MrgX1 allo act, MrgX1 ag, KCNK9 inh, RGS4 inh, KCNQ1 pot, ANO1 block, KCNQ1 block
[1] CCc1ccc(OCC(=O)NNC(=O)c2ccc(NC(=O)C3CC3)cc2)cc1
→ i, -8, i, i, i, i, i, i, i, i, i
[2] CNS(=O)(=O)c1cc(NC(=O)CCNC(=O)c2ccco2)ccc1C
→ i, -6, i, i, i, i, i, i, i, i, i
[3] Cn1c(=O)c2c(nc(NN=C3CCCC3)n2C)n(C)c1=O
→ i, -6, i, i, i, i, i, i, i, i, i
[4] CC1CCN(S(=O)(=O)c2cc(C(=O)N3CCN(c4ncccn4)CC3)ccc2Br)CC1
→ i, -8, i, i, i, i, i, i, i, i, i
[5] Cc1ccc(C(=O)O)cc1NC(=S)NCCc1ccccc1
→ i, -10, i, i, i, i, i, i, i, i, i
[6] COc1cccc(Cn2c(NCC(C)C)nc3c2c(=O)n(C)c(=O)n3C)c1
→ i, -16, i, i, i, i, i, i, i, i, i
[7] CCCCn1c(SCC(=O)Nc2cc(C)on2)nc2c1c(=O)n(C)c(=O)n2C
→ i, -3, i, i, i, i, i, i, i, i, i
[8] CCOC(=O)C1CCN(C(=O)C(CC)c2ccccc2)CC1 (configuration not stated)
→ i, -10, i, i, i, i, i, i, i, i, i
[9] CC1CCCC(C)N1C(=O)CSc1nnc(CSc2ncccn2)n1C (configuration not stated)
→ i, -14, i, i, i, i, i, i, i, i, i
[10] CCOC(=O)C1C(=O)C=C(/C=C/c2ccc(N(C)C)cc2)CC1c1ccccc1 (configuration not stated)
→ i, -28, i, i, i, i, -8.2*, i, i, i, 8*
[11] O=C(Nc1ccccc1N1CCN(C(=O)c2ccc(Cl)cc2)CC1)c1cc(Br)ccc1Cl
→ i, -13, i, i, i, i, i, i, i, i, i
[12] O=[N+]([O-])c1cc(Br)c(OCc2nnc(-c3ccccc3)o2)c(Br)c1
→ i, -7, i, i, i, i, i, i, i, i, i
[13] CSc1nc(-c2ccc(Cl)cc2)c(C#N)c(=O)n1C
→ i, -10, i, i, i, i, i, i, i, i, i
[14] CCOc1ccc(C(=O)NCc2ccncc2)cc1
→ i, 0, i, i, i, i, i, i, i, i, i
[15] CC(=O)c1cc(C(=O)NC2CCCc3c2cnn3-c2cc(C)cc(C)c2)[nH]n1 (configuration not stated)
→ i, -9, i, i, i, i, i, i, i, i, i
[16] COCCN=c1scc(-c2cc(OC)c(OC)c(OC)c2)n1/N=C/c1c(C)[nH]c2ccccc12
→ i, -16, i, i, i, i, i, i, i, i, i
[17] Cn1c(-c2ccccc2)cnc1NCc1ccc(F)cc1
→ i, -5, i, i, ·, ·, i, i, i, ·, i
[18] CCC(C)N(C(=O)c1csnn1)C(C(=O)NC1CCCC1)c1ccccc1F (configuration not stated)
→ i, -8, i, i, i, i, i, i, i, i, i
[19] O=C(CCNC(=O)C1CCN(S(=O)(=O)c2ccccc2)CC1)Nc1ccccc1
→ i, -11, i, i, i, i, i, i, i, i, i
[20] N#Cc1c(-c2ccc(Cl)cc2)c2c([nH]c1=S)CCCC2
→ i, -8, i, i, i, i, i, i, i, i, i
[21] CCOC(=O)c1cc(NC(=O)CCC(=O)O)ccc1N1CCCCC1
→ i, -7, i, i, i, i, i, i, i, i, i
[22] CCOc1ccc(Cn2nnc(C(=O)NCCc3ccc(Cl)cc3)c2N)cc1
→ i, -5, i, i, i, i, i, i, i, i, i
[23] CN1CC(c2ccc(Cl)c(Cl)c2)[C@@]2(COc3ccccc3C2=O)[C@@]12C(=O)Nc1ccccc12 (some centres not stated)
→ i, -12, i, i, i, i, i, i, i, i, i
[24] NC(=NC(=O)c1ccc(Cl)cc1)N1N=CCC1c1ccccc1 (configuration not stated)
→ i, -5, i, i, i, i, i, i, i, i, i
[25] O=C(CN1CCN(Cc2ccccc2)CC1)N/N=C/c1cccnc1
→ i, -7, i, i, i, i, i, i, i, i, i
[26] Cc1ccc(C(=O)CNc2ccc(C)cc2C)cc1
→ i, -7, i, i, i, i, i, i, i, i, i
[27] COc1ccc(CNC(=O)c2cc(=O)c3ccc(C)c(C)c3o2)cc1
→ i, -7, i, i, i, i, i, i, i, i, i
[28] CCN(c1ccc(NS(=O)(=O)c2cc(Cl)ccc2Cl)cc1)C(C)C
→ i, -6, i, i, i, i, i, i, i, i, i
[29] S=c1[nH]nc(-c2ccc(Br)cc2)n1Cc1ccco1
→ -8*, -12, i, i, i, i, i, i, i, i, i
[30] COc1cccc(CNC(=O)CC(NC(C)=O)c2ccccc2)c1 (configuration not stated)
→ i, -16, i, i, i, i, i, i, i, i, i
[31] O=C(CSc1nnnn1-c1ccc(F)cc1)NNC(=O)c1ccco1
→ i, -2, i, i, i, i, i, i, i, i, i
[32] COc1ccc(OC)c(NC(=O)c2cc(S(=O)(=O)NCc3ccco3)ccc2F)c1
→ i, -7, i, i, i, i, i, i, i, i, i
[33] COCCNC(=O)CN(c1ccc(OC)c(OC)c1)S(=O)(=O)c1ccc(C)cc1
→ i, -9, i, i, i, i, i, i, i, i, i
[34] CCOc1ccccc1Oc1ccc(C(F)(F)F)cn1
→ i, -2, i, i, i, i, i, i, i, i, i
[35] O=C(Nn1cnc2ccccc2c1=O)c1ccc(Br)cc1
→ i, -1, i, i, i, i, i, i, i, i, i
[36] O=C(O)c1cccc2c1C(=O)c1ccccc1C2=O
→ i, -3, i, i, i, i, i, i, i, i, i
[37] O=S(=O)(NC1CCCC1)c1ccc(-n2cnnn2)cc1
→ i, -9, i, i, i, i, i, i, i, i, i
[38] CC1CCCC(C)N1/N=C/c1ccc(Cl)cc1 (configuration not stated)
→ i, -9, i, i, i, i, i, i, i, i, i
[39] Brc1ccc(Nc2ncnc3[nH]ncc23)cc1
→ i, -9, i, i, i, i, i, i, i, i, i
[40] O=C(O)CCc1n[nH]c(=S)[nH]c1=O
→ i, -1, i, i, i, i, i, i, i, i, i
[41] CCOC(=O)c1c(N)nn(C(=O)C(C)(C)C)c1-c1ccccc1
→ i, -8, i, i, i, i, i, i, i, i, i
[42] CC(C)c1ccc(NC(=O)C2CC(=O)Nc3nc4ccccc4n32)cc1 (configuration not stated)
→ i, -12, i, i, i, i, i, i, i, i, i
[43] Cc1c(C(=O)N/N=C/c2ccc(O)cc2)sc(=S)n1C
→ i, -4, i, i, i, i, i, i, i, i, i
[44] O=C(CSCc1ccccc1Cl)NN1C(=O)c2ccccc2C1=O
→ i, -8, i, i, i, i, i, i, i, i, i
[45] CCOc1ccc(NC(=O)CSc2nnc(-c3ccoc3C)n2CC2CCCO2)cc1 (configuration not stated)
→ i, -13, i, i, i, i, i, i, i, i, i
[46] COc1ccc2c(=O)c(-c3ccc(OC)c(OC)c3)coc2c1
→ i, -5, i, i, i, i, i, i, i, i, i
[47] Fc1ccc(-c2n[nH]c(=S)n2/N=C/c2c[nH]c3ccccc23)cc1
→ i, -8, i, i, i, i, i, i, i, i, i
[48] COc1ccc([N+](=O)[O-])cc1NS(=O)(=O)c1ccc(C)cc1
→ i, -2, i, i, i, i, i, i, i, i, i
[49] CCN(CC)CCC(=O)N1c2ccccc2Sc2ccc(Cl)cc21
→ i, -6, i, i, i, i, i, i, i, i, i
[50] COc1ccc(/C=N/Nc2cc(C)nc(-n3nc(C)cc3C)n2)c(OC)c1
→ i, -19, i, i, i, i, i, i, i, i, i
[51] O=C(Nc1nnc(SCc2ccccc2Cl)s1)c1cccc([N+](=O)[O-])c1
→ i, -10, i, i, i, i, i, i, i, i, i
[52] CCOc1ccccc1OCC(=O)Nc1cc(S(=O)(=O)N2CCCCC2)ccc1OC
→ i, -17, i, i, i, i, i, i, i, i, i
[53] O=C(CCNC(=O)c1ccc([N+](=O)[O-])cc1)Nc1ccc(N2CCOCC2)cc1N1CCOCC1
→ i, -7, i, i, i, i, i, i, i, i, i
[54] COc1ccc(C(CCNC(C)c2ccccc2)C(C)C)cc1 (configuration not stated)
→ i, -10, i, i, i, i, i, i, i, i, i
[55] COc1ccccc1CC(=O)N1CCN(c2ccc(F)cc2)CC1
→ i, -6, i, i, i, i, i, i, i, i, i
[56] Cn1ccnc1Sc1ccc(C=O)cc1[N+](=O)[O-]
→ i, -15, i, i, i, i, i, i, i, i, i
[57] Cc1ccc(CNC(=O)c2nnn(-c3cccc(C)c3)c2N)cc1
→ i, -11, i, i, i, i, i, i, i, i, i
[58] COC(=O)NNC(=O)COc1ccc(Br)c(C)c1
→ i, -1, i, i, i, i, i, i, i, i, i
[59] CN(C(=O)c1cc2c(=O)n3ccccc3nc2n1C)C1CCCCC1
→ i, -11, i, i, i, i, i, i, i, i, i
[60] CN(C)S(=O)(=O)c1ccc(C(=O)OCC(=O)NC(=O)NCc2ccccc2)cc1
→ i, -14, i, i, i, i, i, i, i, i, i
[61] O=[N+]([O-])c1ccc(S(=O)(=O)NCC2COc3ccccc3O2)cc1 (configuration not stated)
→ i, -4, i, i, i, i, i, i, i, i, i
[62] O=C(CSc1c(Cl)cccc1Cl)N1CCC(c2nc3ccccc3s2)CC1
→ i, -6, i, i, i, i, i, i, i, 100*, i
